p53 reactivator: qHTS assay for re-activators of p53 using a Luc reporter | Potency, µM (titrated, usually from 92.2 µM), without a hit: at the top dose activity change, positive = activation, usual class: activators | 0.063% of 320,000 active | AID 504706, 2011 | H1299 p53-A138V BP100-luciferase reporter, luminescence, 24 h; note: potency is the fitted concentration of half-maximal effect; % of control where 0% means no effect; nearly all actives have a fitted effect of over 45% in size
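p53-null H1299 cells stably carrying temperature-sensitive p53-A138V and a BP100-luciferase reporter were pinned with compounds (4-point, 1:5 series) and held 24 hrs at 37 deg C. Luminescence was read 10 min after detection reagent.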
Rab9 prom act: qHTS Assay for Rab9 Promoter Activators. Huh7 Rab9 promoter-luciferase reporter, luminescence, 24 h. Potency, µM (highest dose often 9.22 µM), inactives show at the top dose activation, negative = inhibition, usual class: activators. 2.8% of 320,000 active. AID 485297, 2010; note: potency is the fitted concentration of half-maximal effect; % of control where 0% means no effect; nearly all actives have a fitted effect of over 60% in size
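Steps: seed 1500 Huh7 Rab9-luc cells per well, rest 2 h at 37 °C; add compound in DMSO; incubate 24 h; add luciferase reagent, 10 min ambient; read luminescence.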
VP16 counter: VP16 counterscreen qHTS for inhibitors of ROR gamma transcriptional activity; Drosophila S2 Gal4-VP16 UAS-luciferase, luminescence, 20 h; Potency, µM (top dose mostly 53.6 µM), without a hit: at the top dose activity, negative = inhibition, actives largely listed as inhibitors; 3.5% of 310,000 active; AID 2546, 2010;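 note: Gal4-VP16 expression switched on by copper sulfate through the metallothionein promoter; potency is the fitted concentration of half-maximal effect; % is set by controls: 0 for no effect and ±100 for the full control effect; nearly all actives have a fitted effect of over 50% in size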
RORgamma inh: qHTS for inhibitors of ROR gamma transcriptional activity | 5.4% of 310,000 active | Drosophila S2 Gal4-RORgamma UAS-luciferase reporter, 20 h | Potency, µM (doses to about 53.6 µM), inactives show at the highest dose activity change, negative = inhibition, most hits filed as inhibitors | AID 2551, 2010 | Nuclear receptor ROR-gamma (Mus musculus), P51450; note: potency is the fitted concentration of half-maximal effect; % is set by controls: 0 for no effect and ±100 for the full control effect; nearly all actives have a fitted effect of over 60% in size
Target sequence (P51450 whole entry, looked up, the tested form may be a part): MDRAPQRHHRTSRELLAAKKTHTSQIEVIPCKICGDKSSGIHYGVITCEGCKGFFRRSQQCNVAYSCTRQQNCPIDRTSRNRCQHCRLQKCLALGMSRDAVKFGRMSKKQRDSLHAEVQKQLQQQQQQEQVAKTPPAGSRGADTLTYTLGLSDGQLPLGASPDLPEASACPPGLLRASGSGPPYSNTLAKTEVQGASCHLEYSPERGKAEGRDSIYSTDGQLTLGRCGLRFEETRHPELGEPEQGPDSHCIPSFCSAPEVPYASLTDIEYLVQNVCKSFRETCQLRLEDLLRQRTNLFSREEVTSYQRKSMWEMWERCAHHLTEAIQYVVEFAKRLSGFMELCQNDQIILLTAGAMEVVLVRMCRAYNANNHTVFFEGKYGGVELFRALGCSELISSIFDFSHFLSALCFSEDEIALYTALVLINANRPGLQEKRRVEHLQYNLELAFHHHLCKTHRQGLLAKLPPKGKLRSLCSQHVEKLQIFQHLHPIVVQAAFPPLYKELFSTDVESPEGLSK
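Stably transfected Drosophila Schneider cells are the test system, with ROR gamma fused to Gal4 and luciferase under UAS control; luminescence is read after 20 hr of 700 uM copper sulfate induction at ambient temperature.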
Giardia kill: Small Molecules that selectively kill Giardia lamblia: qHTS | Giardia lamblia trophozoite viability | activity change, % at 7.66 µM, hits read low | 0.15% of 340,000 active; in the data active = activity change below about -80%; inconclusive = between about -30% and that limit;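 note: parasites exposed to compound for two days anaerobically before the ATP read; % is set by controls: 0 for no effect and ±100 for the full control effect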
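Luminescence from cellular ATP indicates surviving trophozoites (100 cells/well) following 48 hrs anaerobic compound treatment at 37 deg C; signal develops 15-30 min at room temperature.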
FLuc counter: qHTS profiling assay for firefly luciferase inhibitor/activator using purifed enzyme and Km concentrations of substrates (counterscreen for miR-21 project); AID 588342, 2011; Luciferin 4-monooxygenase (Photinus pyralis), P08659; purified FLuc, Km substrates, luminescence inhibition; Potency, µM (highest dose often 57.5 µM), inactives show at the highest dose activity change, negative = inhibition, most hits filed as inhibitors; 6.9% of 360,000 active;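 note: potency is the fitted concentration of half-maximal effect; plate controls were vehicle for no effect and reference inhibitor for full effect; nearly all actives have a fitted effect of over 55% in size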
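Biochemical qHTS of compounds, final roughly 60 µM downward over six points, against 10 nM purified firefly luciferase using Km concentrations of substrates (10 uM D-luciferin, 10 uM ATP) in Tris acetate pH 7.5 buffer; luminescence output.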
Menin MLL FP TR: qHTS Assay for Inhibitors Targeting the Menin-MLL Interaction in MLL Related Leukemias: Competition With Texas Red Labeled MLL-derived Mutant Peptide. Menin + Texas Red MLL mutant peptide, fluorescence polarization. Potency, µM (series often up to 61.6 µM), inactives show top-dose FP activity change, negative = inhibition, usual class: inhibitors. 0.23% of 270,000 active; active = well fitted inhibition curve with a large enough effect in the polarisation, with a control signal flat, not every such curve was filed as active; inconclusive = small, poorly fitted or top-dose-only effect, or effect the other way, or a change in a side signal; inactive = no such curve, though single readings can be large or run the other way; the % refers to the polarisation; note: potency is the fitted concentration of half-maximal effect; % of control where 0% means no effect; many of its hits are not listed in these tables
Target sequence (O00255 whole entry, looked up): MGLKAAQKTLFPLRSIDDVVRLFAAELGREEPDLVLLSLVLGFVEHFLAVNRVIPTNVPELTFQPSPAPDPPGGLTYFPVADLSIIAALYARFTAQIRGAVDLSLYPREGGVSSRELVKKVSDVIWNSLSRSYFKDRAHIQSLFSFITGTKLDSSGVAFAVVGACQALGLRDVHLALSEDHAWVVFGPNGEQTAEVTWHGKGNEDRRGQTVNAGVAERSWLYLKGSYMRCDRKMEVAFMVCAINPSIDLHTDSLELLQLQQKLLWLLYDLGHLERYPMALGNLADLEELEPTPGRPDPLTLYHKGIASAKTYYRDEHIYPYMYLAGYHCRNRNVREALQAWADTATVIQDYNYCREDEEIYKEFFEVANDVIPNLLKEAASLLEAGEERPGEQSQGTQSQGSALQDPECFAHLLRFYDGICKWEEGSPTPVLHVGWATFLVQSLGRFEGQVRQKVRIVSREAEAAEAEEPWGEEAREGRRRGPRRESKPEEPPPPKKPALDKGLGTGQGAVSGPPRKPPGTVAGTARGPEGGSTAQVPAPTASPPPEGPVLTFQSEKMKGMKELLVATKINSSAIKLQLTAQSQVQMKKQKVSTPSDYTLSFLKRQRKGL
PKM2 act: qHTS Assay for Activators of Human Muscle isoform 2 Pyruvate Kinase; Pyruvate kinase PKM (Homo sapiens), P14618; purified PKM2, Kinase-Glo ATP luminescence, activation; response scale: 0% is enzyme alone, no compound; Potency, µM (top dose mostly 57.5 µM), without a hit: at the highest dose activation, most hits filed as activators; 0.34% of 260,000 active; AID 1631, 2009; note: potency is the fitted concentration of half-maximal effect; % is set by controls: 0 for no effect and ±100 for the full control effect; nearly all actives have a fitted effect of over 55% in size
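Kinase-Glo luminescence reports ATP generated from ADP (0.1 mM) and PEP (0.5 mM) by purified hPK-M2 after 1 h at room temperature, pH 7.2 imidazole buffer; intermediate enzyme activity allows detecting inhibitors and activators.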
NPC1 promoter act: qHTS Assay for NPC1 Promoter Activators | Huh7 NPC1 promoter luciferase reporter, 24 h | Potency, µM (top dose mostly 9.22 µM), for inactives: top-dose activation, actives largely listed as activators | 2.4% of 320,000 active;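 note: potency is the fitted concentration of half-maximal effect; % of control where 0% means no effect; nearly all actives have a fitted effect of over 60% in size; reporter is driven by a mutant NPC1 promoter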
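Luminescence read-out of NPC1 promoter-driven luciferase in stably transfected Huh7 cells; compounds delivered in DMSO and left 24 h at 37C, 5% CO2, qHTS titration format.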
BRCA1 expr up: qHTS Assay to Identify Small Molecule Activators of BRCA1 Expression | MCF7-BRCA1-FFLuc reporter, luminescence, 48 h; response scale: scaled: vehicle 0%, 10 µM genistein 100% | Potency, µM (top dose mostly 46.1 µM), without a hit: at the highest dose activation, usual class: activators | 1.1% of 380,000 active | AID 624202, 2012; note: potency is the fitted concentration of half-maximal effect; nearly all actives have a fitted effect of over 80% in size; some results filed as inactive show a strong effect at the top dose
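MCF7-BRCA1-FFLuc, 2000 cells/well; 2 h attach, 37 °C/5% CO2; compound 48 h; luciferase substrate 15 min; luminescence end-point. Norm. to genistein 10 microM max activation and DMSO; concentration-response curves fitted.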
ELG1 genotox: qHTS screen for small molecules that induce genotoxicity in human embryonic kidney (HEK293T) cells expressing luciferase-tagged ELG1; HEK293T ELG1-luciferase reporter, luminescence, 16 h; Potency, µM (doses to about 46 µM), for inactives: top-dose activity change, positive = activation, actives largely listed as activators; 1.3% of 330,000 active; note: potency is the fitted concentration of half-maximal effect; % of control where 0% means no effect; nearly all actives have a fitted effect of over 60% in size
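Luminescence read-out: rising ELG1-luciferase signal, reflecting elevated ELG1 protein under genetic stress, flags genotoxic compounds. Cells were treated for 16 hr at 37 °C before ONE-Glo detection.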
* marks the source's active call; other numbers are inactive results; ? = inconclusive; · = no result given; [ ] = dose if it differs, or a comment. Unless noted, calls come from the whole dose curve; as a rule, active = well fitted curve in the direction sought with a large enough effect; inconclusive = small, poorly fitted or top-dose-only effect, or another doubt; inactive = no such curve, though single readings can be large; an effect the other way counts as inactive or inconclusive.

SMILES | p53 reactivator | Rab9 prom act | VP16 counter | RORgamma inh | Giardia kill | FLuc counter | Menin MLL FP TR | PKM2 act | NPC1 promoter act | BRCA1 expr up | ELG1 genotox
O=C(O)Cc1ccc(NC(=O)C2CC=CCC2C(=O)O)cc1 (stereo not drawn) | -5% | -6% | -2% | -20% | · | 3% | 5% | -8% | 2% | · | -13%
O=C(CSC1=NCCS1)NC(c1ccccc1)c1ccccc1 | -22% | 1% | ? | 2% | -1 | 3% | -10% | 14% | -2% | -19% | -11%
COc1ccc(NC(=O)N2CCc3ccccc3C2)cc1OC | -1% | 17% | -8% | 19% | -13 | ? | -14% | -1% | 4% | 0% | ?
CC(C)CNC(=O)C(=O)NCc1ccccc1 | 2% | -5% | -17% | -1% | 1 | 0% | 63%[activator] | -15% | 1% | -19% | 0%
CCOC(=O)C1(C(=O)OCC)CC1c1ccccc1 (stereo not drawn) | 7% | -2% | 26% | -15% | 1 | 2% | -1% | -1% | -1% | 4% | -1%
COc1cccc(CNC(=O)C2CCN(S(=O)(=O)c3ccc4c(c3)NC(=O)C(C)S4)CC2)c1 (stereo not drawn) | -8% | -2% | -5% | 31% | 3 | 1% | -1% | · | 1% | -26% | -5%
O=C(c1ccco1)N1CCN(C(=O)c2ccc(-c3cccc(C(F)(F)F)c3)o2)CC1 | -8% | 2% | · | · | -4 | -19% | · | · | 6% | -39% | -9%
COc1cccc(NC(=O)CCN2CCC(C(N)=O)CC2)c1 | -2% | -9% | 3% | ? | 2 | 0% | -1% | 18% | 0% | -2% | 1%
Cc1ccc(S(=O)(=O)N(C)CC(=O)NCCCc2ccccc2)cc1 | 3% | 0% | -12% | -32%[1.91 µM] | 9 | 3% | -10% | -1% | -1% | -6% | -3%
CCN(CC)S(=O)(=O)c1ccc(C)c(NC(=S)N2CCN(Cc3ccc4c(c3)OCO4)CC2)c1 | ? | -31%[inhibitor] | 22µM* | 11µM* | -14 | -2% | 1% | 3% | -19% | -23% | -15%
CCOc1cc(C(=O)Nc2ccc(C)cc2O)ccc1OCC(=O)N1CCOCC1 | 6% | -3% | · | · | -3 | -5% | · | · | 0% | -6% | -1%
O=C1CC(NC(=O)c2ccc(Cl)cc2)C(=O)N1 (stereo not drawn) | 17% | 2%[1.84 µM] | -5% | 22% | 6 | -6% | -24% | · | -5% | 1% | -2%

Complete entries from above. Order of values: p53 reactivator, Rab9 prom act, VP16 counter, RORgamma inh, Giardia kill, FLuc counter, Menin MLL FP TR, PKM2 act, NPC1 promoter act, BRCA1 expr up, ELG1 genotox
Shown for CCOc1cc(C(=O)Nc2ccc(C)cc2O)ccc1OCC(=O)N1CCOCC1 → 6%, -3%, ·, ·, -3, -5%, ·, ·, 0%, -6%, -1%
Shown for Cc1ccc(S(=O)(=O)N(C)CC(=O)NCCCc2ccccc2)cc1 → 3%, 0%, -12%, -32%[1.91 µM], 9, 3%, -10%, -1%, -1%, -6%, -3%
Shown for COc1ccc(NC(=O)N2CCc3ccccc3C2)cc1OC → -1%, 17%, -8%, 19%, -13, ?, -14%, -1%, 4%, 0%, ?

Further records follow.
SMILES | p53 reactivator | Rab9 prom act | VP16 counter | RORgamma inh | Giardia kill | FLuc counter | Menin MLL FP TR | PKM2 act | NPC1 promoter act | BRCA1 expr up | ELG1 genotox
CCOc1ccc(NC(=O)c2cc(C3CC3)nc3c2cnn3C(C)C)cc1OC | -20% | 2% | · | · | 15 | · | · | · | 0% | -16% | -1%
COc1ccccc1C(CNC(=O)c1cccc(S(=O)(=O)Nc2ccc(F)cc2)c1)N(C)C (stereo not drawn) | -11% | -12% | · | · | -8 | -2% | · | · | -2% | -1% | -2%
COc1cc(CO)ccc1OCc1ccc(Cl)nc1 | 25% | 3.2µM* | 1% | -4% | -9 | 12µM* | · | 2% | 2.5µM* | ? | 16µM*
COc1cc(/C=c2\s/c(=C(/C#N)C(=O)N3CCCC3)n(-c3ccccc3)c2=O)ccc1O | -6% | 7% | -1% | 2% | -2 | -2% | ? | -28% | 0% | -32% | 1%
COc1ccccc1NC(=S)Nc1ccc2cn[nH]c2c1 | 2% | 16% | -1% | 18% | -3 | ? | 7% | -2% | 2% | -14% | -2%
Cn1c(SCC(=O)Nc2nccs2)nnc1C1CC1 | 0% | 1% | -5% | 0% | 2 | -1% | -1% | 0% | 6% | -13% | -1%
CCOc1ccc(NC(=O)c2cc3c(C)nc4ccccc4c3o2)cc1 | -7% | -22% | 2% | 13% | -14 | 0% | 0% | -3% | -24% | -7% | -31%[inhibitor]
O=C1NC(c2ccccc2OC(F)F)Oc2ccccc21 (stereo not drawn) | -2% | -1% | -8% | ? | -1 | 0% | -15% | -7% | -1% | 20% | -13%
O=C(N/N=C/c1ccc(O)c(O)c1)c1cc(-c2ccccc2)nc2ccccc12 | · | 0% | · | · | -4 | 15µM* | ? | 8% | -8% | -17% | 3%
O=C(CSc1ccccc1)NC(=O)NCc1ccccc1 | 8% | -3% | 6% | 13% | -20 | -1% | · | 3% | 0% | 6% | -1%
O=c1c2ccccc2nnn1CCO | -1% | -6% | -15% | -4% | 8 | 0% | 0% | 2% | -3% | 2% | 4%
CC1CCCN(S(=O)(=O)c2ccc(CN3C(=O)c4cccnc4C3=O)cc2)C1 (stereo not drawn) | -2% | 1% | 1% | 9% | 31[activator] | 1% | 12% | · | 0% | 1% | 1%[9.26 µM]
CCN(CC(=O)Nc1ccc(NC(C)=O)cc1)C(=O)c1ccccc1Sc1ccccc1C#N | -10% | -6% | · | · | -17 | 1% | · | · | 0% | -54% | -1%
CCc1nc2c3cnn(-c4cc(Cl)ccc4C)c3ncn2n1 | ? | 1% | -9% | ? | 8 | -4% | 7% | -13% | 5% | -12% | 0%
O=C(CSc1n[nH]c(=O)n1Cc1ccco1)c1ccc(F)cc1 | 1% | 11% | -7% | 0% | 2 | -2% | · | 2% | -2% | 15% | -4%
Cc1ccc(C(=O)N(C)Cc2ccc(N3CCOCC3)cc2)cc1S(=O)(=O)NCc1ccccc1 | -3% | 0% | · | · | -2 | 2% | · | · | -3% | -31% | -6%
CCOC(=O)c1c(C)n(C)c2ccc(OCC(O)Cn3c(C)nc4ccccc43)cc12 (stereo not drawn) | -27% | -11% | -13% | -21% | 1 | -1% | -20% | -3% | -1% | -68% | -28%
CCOc1ccccc1CNC(=O)C1CCCN(c2ncnc3c2nc2n3CCCCC2)C1 (stereo not drawn) | -7% | -1% | 18% | -5% | -4 | -2% | -9% | · | -3% | -8% | -5%
Cc1ccc(-n2cc(CN3CCC(CO)(Cc4cccc(C(F)(F)F)c4)CC3)cn2)cc1 | 5% | 1% | ? | 18µM* | -2 | -2% | -24% | 6% | 3% | -98% | 0%
O=C(CCC(=O)NNC(=O)c1ccccc1[N+](=O)[O-])NCc1ccccc1 | ? | -6% | 0% | -9% | -29 | 4% | 2% | -7% | -2% | -4% | 2%
Cc1ccc(NNC(=O)c2ccc(Cl)cc2)nn1 | 3% | 3% | ? | ? | 3 | -2% | · | 1% | -3% | 8% | 2%
CCCS(=O)(=O)N1CCN=C1SCc1ccc(F)cc1 | 0% | -1% | 0% | -6% | -26 | -1% | · | · | 1% | -3% | 0%
Cc1ccc(C(=O)OC(C)CN2CCN(C)CC2)cc1 (stereo not drawn) | 8% | 17% | -16% | -10% | 2 | -9% | · | -3% | 2% | 47% | 5%
CCOc1ccc(N(CC(=O)NCCc2ccccc2)S(=O)(=O)c2ccccc2)cc1 | 4% | 1% | 2% | 17% | -2 | 4% | 12% | · | -7% | -24% | -2%
O=C(Cc1ccccc1)NCc1ccc(-n2cccc2)cc1 | 2% | -7% | -7% | -7% | 6 | 3% | 14% | -4% | -18% | 0% | 4%
Cc1ccc(OCCCn2ccnc2)cc1C | 0% | -6% | 8% | 17% | 1 | -3% | 1% | -1% | -1% | 24% | -8%
O=C(CCc1ccccc1)Nc1ccnn1C1CCN(Cc2ccc(OCCO)cc2)CC1 | -4% | -8% | 0% | -4% | -5 | 3% | · | · | -10% | -2% | 1%

These rows are one share of the data; the hit share may differ from the screen's.
